GPR55 activation – selective activators of receptor GPR55 – imaging, U2OS cells, beta-arrestin-GFP redistribution, primary screen (AID 1961); U2OS GPR55 beta-arrestin-GFP redistribution imaging; higher % means a stronger effect; activation, % at 10 µM; hits with a dose series show EC50 in µM; hit rate 0.048% among 290,000;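 active = activation above 40% with more than 50 cells counted in the well; inconclusive = wells holding fewer than 50 cells, flagged as toxic or sparse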;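 note: U2OS osteosarcoma cells stably expressing GPR55 and beta-arrestin-GFP; plate controls were DMSO negative control for no effect and LPI positive control for full effect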
AID2073 – disruptors of CaV2.2 binding to Mint1 – biochemical, HTRF (AID 2073) | inhibition, % at 20 µM, or IC50 in µM where a hit was titrated | hit rate 0.19% among 290,000 | HTRF protein-protein interaction, Mint1-CaV2.2; higher % means a stronger effect; in the data active = inhibition mostly above about 51%, no sharp cut-off; inconclusive = no clear call, values can overlap the other calls; inactive = mostly below about 53%; note: some results filed as inactive read as strong as hits
Large T inhibition – TAg ATPase/helicase activity blockers – biochemical (AID 1903); SV40 large T antigen ATPase/helicase inhibition assay; higher % means a stronger effect; inhibition, % at 20 µM; hits with a dose series show IC50 in µM; hit rate 0.39% among 310,000; in the data active = a potency from the dose series; inconclusive = inhibition mostly from about 32% at the one dose, without a potency; inactive = the rest, 99 in 100 with inhibition below about 32%; note: strong numbers were not always called active
GPR35 arrestin U2OS – inhibition of zaprinast-stimulated GPR35 beta-arrestin translocation – imaging, U2OS, beta-arrestin-GFP, zaprinast agonist, primary screen (AID 2058) | hit rate 0.052% among 290,000 | one-dose inhibition, % at 10 µM; IC50 in µM for titrated hits | U2OS GPR35 beta-arrestin-GFP translocation imaging, zaprinast antagonism; higher % means a stronger effect;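 active = inhibition of at least 50% with at least 30 cells and total cytoplasm GFP at most 10,000,000; inconclusive = under 30 cells or total GFP of 10,000,000 plus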
GPR55 antagonists – GPR55 antagonists blocking LPI-driven arrestin recruitment, primary screen, imaging, U2OS, beta-arrestin-GFP, LPI agonist (AID 2013) | U2OS GPR55 beta-arrestin-GFP translocation imaging, LPI antagonism; higher % means a stronger effect | one-dose inhibition, % at 10 µM; IC50 in µM for titrated hits | hit rate 0.13% among 290,000;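 active = spots per cell inhibited over 60%, with over 100 cells counted and total cytoplasm intensity under 500,000; inconclusive = wells with under 100 cells, flagged as likely toxic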;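 note: U2OS cells stably carrying GPR55 and arrestin-GFP stimulated by 5 µM LPI near EC80; imaged beta-arrestin-GFP aggregate spots per cell after agonist stimulation; plate controls were LPI-stimulated DMSO wells for no effect and DMSO wells without LPI for full effect; some results filed as inactive read as strong as hits; confirmed hits need IC50 under 10 µM and bright autofluorescent wells are also inconclusive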
NTR1 agonist – agonists of NTR1, primary screen, imaging, U2OS cells, beta-arrestin-GFP, high content (AID 493036) | P30989 | NTR1-U2OS beta-arrestin-GFP spot imaging, agonist mode | activation, % at 20 µM | hit rate 0.17% among 330,000;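 active = activation at or above 40% of the spot to cytoplasm intensity ratio, with at least 20 cells analyzed; inconclusive = wells under 20 cells, flagged as cytotoxic or low count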;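 note: 0% = DMSO without peptide and 100% = 100 nM NTR1 peptide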
Target sequence (P30989 whole entry, looked up): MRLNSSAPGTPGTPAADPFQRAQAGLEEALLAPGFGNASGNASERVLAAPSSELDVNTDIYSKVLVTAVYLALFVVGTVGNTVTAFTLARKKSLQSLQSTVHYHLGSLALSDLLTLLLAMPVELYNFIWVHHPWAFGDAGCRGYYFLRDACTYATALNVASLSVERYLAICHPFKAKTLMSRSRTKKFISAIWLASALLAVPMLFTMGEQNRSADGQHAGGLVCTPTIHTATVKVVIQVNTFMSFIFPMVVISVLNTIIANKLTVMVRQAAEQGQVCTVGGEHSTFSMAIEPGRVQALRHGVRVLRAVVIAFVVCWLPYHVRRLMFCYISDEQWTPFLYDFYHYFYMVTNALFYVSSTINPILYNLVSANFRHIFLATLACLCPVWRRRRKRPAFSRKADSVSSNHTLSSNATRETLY
Yfh1-depleted yeast – mitochondrial function rescue without frataxin homolog – Friedreich's ataxia, plus single-dose screen, dose response (AID 1465) | S. cerevisiae Yfh1-off respiration, WST-1 reduction, 72 h; higher fold induction means a stronger effect | fold induction at 50 µM; hits with a dose series show EC50 in µM | hit rate 0.074% among 220,000;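 active = fold induction of absorbance versus untreated yeast above a set limit, then at least 30% activation at any dose in follow-up; inconclusive = repeats straddling the limit, or above it without dose testing; inactive = fold induction below the set limit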;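 note: activators that raise dye reduction in frataxin-depleted yeast; strong numbers were not always called active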
Rac1 GTP hydrolysis – MgcRacGAP GTPase-activating activity inhibitors, confirmation, biochemical, ADP Hunter fluorescence | MgcRacGAP-stimulated Rac1 GTP hydrolysis, ADP Hunter fluorescence; higher % means a stronger effect; GST-tagged Rac1 F28L mutant substrate | inhibition, % at 30 µM; hits with a dose series show IC50 in µM | hit rate 0.6% among 340,000;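 active = first-screen hits whose inhibition reached a set limit at any dose in the follow-up dose series; inconclusive = inhibition above the set first-screen limit but never retested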;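 note: fluorescence reports GDP produced by GAP-driven GTP hydrolysis; strong numbers were not always called active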
NS5 inhibitors – Dengue-2 NS5 methyltransferase inhibitors, primary screen, biochemical, confirmation dose response (AID 588689). Dengue-2 NS5 methyltransferase capping enzyme assay, biochemical; higher % means a stronger effect. one-dose inhibition, % at 25 µM; IC50 in µM for titrated hits. hit rate 0.3% among 340,000; in the data active = a potency from the dose series; inconclusive = inhibition above about 29% without an active follow-up result
NTR1 agonist cell count 20 µM – further read-out of NTR1 agonist, marked with its call; cell count; measured here: cell count, cytotoxicity flag
NS5 inhibitors pilot replicate – also measured in NS5 inhibitors; calls as there; inhibition, %; measured here: pilot screen replicate inhibition
Active calls of the source: *; i = inactive; ? = inconclusive; / = not tested or not shown.

SMILES	GPR55 activation	AID2073	Large T inhibition	GPR35 arrestin U2OS	GPR55 antagonists	NTR1 agonist	NTR1 agonist cell count 20 µM	Yfh1-depleted yeast	Rac1 GTP hydrolysis	NS5 inhibitors	others
c1ccc(CNc2nc3ccccc3[nH]2)cc1	-0.2%	-2.0%	-1.3%	9.8%	-0.7%	-0.2	52	i	0.0%	-2.1%
Clc1ccc(CSc2ncn[nH]2)cc1	-0.2%	20.8%	10.8%	-3.0%	7.3%	-0.6	43	i	8.4%	2.7%
O=C(N/N=C/c1ccncc1)c1sc2ccccc2c1Cl	0.0%	8.0%	19.2%	2.1%	-7.0%	0.6	66	/	2.6%	1.4%
OC(COc1ccc(F)cc1Cl)CN1CCc2ccccc2C1 (stereo not drawn)	-0.1%	5.7%	9.2%	-3.2%	-19.4%	0.2	50	/	-3.7%	-9.1%
O=C(O)c1ccc(S(=O)(=O)c2ccc3c(c2)C(=O)N(NC(=O)c2cccnc2)C3=O)cc1	0.3%	-0.1%	14.2%	8.0%	-2.8%	-0.5	51	i	36.0%	1.6%
Cc1cs/c(=N\N=C\c2ccc(O)cc2)n1Cc1ccco1	1.3%	-5.9%	25.5µM*	4.0%	3.7%	-1.5	60	i	28.8µM*	-0.7%
C#CCN1C(=O)C2(OCCO2)c2ccccc21	0.9%	-9.0%	7.4%	-3.6%	-5.1%	0.9	71	/	4.4%	4.3%
CCn1c(/C=N/c2nc3ccccc3n2C)nc2ccccc21	-0.1%	15.8%	-4.7%	20.5%	0.8%	0.4	41	i	4.2%	-0.7%
Cc1cc(C)c(S(=O)(=O)N2CCN(CCO)CC2)c(C)c1	-0.1%	-9.1%	3.2%	4.6%	-8.3%	-2.0	61	i	5.5%	12.3%
O=C(CCSCCc1ccccn1)Nc1ccc(Br)cn1	-0.2%	-0.9%	0.3%	1.5%	7.8%	2.4	79	i	9.4%	1.6%
O=C(NCCCN1CCOCC1)[C@@H]1CSC2c3ccccc3C(=O)N21 (stereo partly drawn)	-0.1%	-0.4%	-2.1%	2.5%	5.3%	0.3	63	i	13.1%	-2.0%
CN(CCCNC(=O)c1ccc(/C=N/O)nc1)CCCN(C)Cc1ccccc1	-0.1%	1.3%	9.5%	-3.9%	8.6%	-1.4	81	i	10.1%	-1.3%
Oc1ccc(N=Cc2ccc(-c3cccs3)s2)cc1	0.3%	37.4%	15.5%	-5.0%	-1.9%	2.3	66	i	?	20.8%
CCCN1CCN(C(=O)Cn2ncc3c([nH]c4ccc(C)cc43)c2=O)CC1	-0.2%	13.9%	10.8%	17.3%	-3.2%	0.1	64	/	1.3%	7.2%
CCOC(=O)C1(Cc2ccccc2)CCCN(C(=O)c2ccc(-n3ccnc3)cc2)C1 (stereo not drawn)	-0.1%	10.2%	13.5%	7.1%	-4.0%	0.9	43	/	8.1%	0.7%
O=C(COc1cccc(NC(=O)c2ccccc2)c1)c1ccccc1	0.1%	19.6%	5.1%	25.3%	0.3%	-0.7	84	i	2.9%	4.6%
Cc1ccc(Nc2nc(C(=O)NCCCN3CCOCC3)cs2)cc1	0.3%	-8.8%	7.0%	-7.3%	-2.8%	-1.6	107	i	8.0%	-10.9%
CNC(=O)c1ccc(-n2cccn2)nc1	0.9%	11.4%	-2.4%	-8.0%	5.6%	-1.2	37	i	-2.2%	-8.9%
C=CCNC(=O)c1ccc(CSc2nc3ccccc3s2)cc1	0.0%	4.7%	10.7%	-1.2%	6.4%	2.5	67	/	8.6%	4.5%
Cc1ccc(C(=O)NCCn2cc(SCC(=O)Nc3nnc(C)s3)c3ccccc32)cc1	-0.2%	-5.9%	1.1%	-1.0%	2.9%	4.3	53	i	11.4%	-7.7%
COc1cccc(NC(=O)CCc2nnc3ccc(N4CCN(c5cccc(OC)c5)CC4)nn23)c1	-0.1%	7.2%	5.9%	1.4%	14.1%	1.3	63	/	4.8%	-1.8%
COc1ccc(NC(=S)Nc2ccccc2Cl)cn1	0.7%	7.3%	21.5%	-12.1%	1.9%	-0.4	58	i	14.4%	-10.7%
COc1cc(CCC(=O)Nc2ccncc2Cl)cc(OC)c1OC	-0.1%	11.5%	-10.1%	-9.9%	-3.2%	0.5	63	/	7.7%	-1.9%
Cc1ccsc1/C=N/NC(=O)Cc1cccn1C	-0.2%	18.5%	7.6%	7.2%	0.7%	-0.9	43	i	1.0%	-2.9%
O=C(O)c1cc(S(=O)(=O)O)ccc1O	-0.4%	7.8%	-2.3%	8.1%	2.0%	-0.5	53	i	5.7%	/
CCOC(=O)CNNC(=O)Nc1ccc(Cl)c(Cl)c1	-0.1%	-5.8%	6.8%	6.8%	4.0%	3.5	30	i	1.9%	-5.8%
O=C(Cn1nc(-c2ccccc2Cl)ccc1=O)Nc1ccccc1-c1ccccc1	0.4%	-9.1%	25.5%	-15.4%	-8.6%	1.2	62	i	9.6%	-3.8%
CC(C)c1nc2sc3c(=O)[nH]cnc3c2c2c1CCC2	-0.2%	42.8%	1.5%	-5.2%	11.9%	10.7	85	i	0.0%	-8.9%
O=C(Cc1ccc(Br)cc1)N1CCOCC1	0.3%	5.8%	-2.2%	5.7%	9.7%	0.4	58	/	7.7%	-0.8%
CNC(=O)CN1C(=O)NC2(CCc3ccccc32)C1=O (stereo not drawn)	0.0%	0.4%	12.8%	-8.4%	-8.3%	-1.4	75	i	2.3%	0.8%
COc1ccc(/C=N/NC(=O)C2(O)c3ccccc3-c3ccccc32)cc1	0.1%	6.9%	0.5%	-7.8%	12.8%	-1.3	47	i	6.1%	-3.9%
CCOC(=O)CSCC(NC(=O)OC(C)(C)C)C(=O)OCC (stereo not drawn)	0.2%	27.5%	11.0%	0.8%	9.9%	-0.5	56	i	1.6%	-6.9%
CCCOc1ncnc2c1[nH]c1ccc(C)cc12	0.1%	11.6%	12.7%	-4.8%	8.8%	0.7	44	i	/	/
COc1ccc(N(CC(=O)N2CCOCC2)S(C)(=O)=O)cc1	-0.3%	6.8%	-3.7%	10.8%	-12.4%	1.0	47	/	0.0%	-3.9%	NS5 inhibitors pilot replicate=-6.1
Cc1c(C(=O)NNC(=O)Nc2ccc([N+](=O)[O-])cc2)oc2ccccc12	-0.1%	-6.2%	-5.8%	5.9%	4.8%	11.7	52	/	3.7%	-5.2%
CCc1ccc(S(=O)(=O)N/N=C\c2ccc([N+](=O)[O-])o2)cc1	-0.1%	-31.4%	9.7%	-6.8%	13.8%	1.0	76	/	8.7%	-7.7%
Cc1nnc(NC(=O)C(C)Sc2nnc(CCNC(=O)c3ccccc3F)n2C)s1 (stereo not drawn)	-0.1%	-3.0%	3.3%	4.1%	-2.0%	0.1	41	/	5.7%	-6.7%
CC1=C(C(=O)NCc2ccccc2)C(c2cccnc2)n2ncnc2N1 (stereo not drawn)	0.2%	7.6%	0.8%	-4.8%	-8.5%	1.1	49	i	10.1%	4.8%
Cc1c(OC(C)C(=O)NCC(O)c2ccccc2)ccc2c3c(c(=O)oc12)CCC3 (stereo not drawn)	-0.1%	15.9%	8.2%	-3.6%	-16.6%	-0.8	60	/	-18.5%	0.9%
Cc1occc1C(=O)/C(C#N)=C/c1ccc(O)c(Br)c1	-0.1%	4.8%	16.4%	10.1%	-12.8%	-1.5	48	/	11.0%	-52.0%
Cn1nccc1NC(=O)COCC(=O)O	0.0%	1.4%	1.9%	-4.3%	-2.1%	1.3	58	i	5.6%	9.3%
CC(C)c1ccc(N2CC(C)(C)C2=O)cc1	0.4%	46.0%	7.1%	50.2%	-7.5%	0.4	44	i	5.5%	3.1%
O=C(O)C1CCCCN1S(=O)(=O)c1cccc2nsnc12 (stereo not drawn)	-0.5%	-4.7%	4.3%	-2.0%	16.3%	3.8	37	i	3.9%	-3.2%
COc1cccc(N(C(=O)C2CSC(=O)C2)C(C(=O)NC(C)(C)C)c2ccncc2)c1 (stereo not drawn)	0.2%	2.7%	9.2%	17.1%	9.3%	-0.4	42	i	-0.3%	-5.4%
Cc1csc(NC(=O)CSc2nnc(NC(=O)COc3ccccc3)s2)n1	0.1%	5.2%	1.0%	-2.8%	5.0%	1.3	50	i	4.7%	3.9%
Cc1cc(C)n2c(Nc3ccc4c(c3)OCCO4)c(-c3ccccc3)nc2n1	0.2%	25.1%	10.8%	-0.8%	15.9%	1.1	74	i	15.0%	-5.2%
CCCCCCC(c1c(C)n(C)n(-c2ccccc2)c1=O)c1c(C)n(C)n(-c2ccccc2)c1=O	0.3%	6.0%	6.7%	10.9%	-6.6%	-2.3	78	i	6.9%	3.2%
CCN1CCN(CC(=O)NC2CCCCC2)C(=O)C1=O	-0.4%	27.4%	-0.1%	-7.7%	0.7%	-0.5	61	i	14.8%	-1.4%
CCOC(=O)c1ccc(NC(=O)CSc2ccc(-c3ccncc3)nn2)cc1	-0.2%	31.2%	4.4%	-0.1%	-2.7%	3.0	42	i	4.4%	-6.8%
CCc1cc(Cn2nc(-c3ccccc3)cc2C(=O)O)on1	/	/	22.1%	/	/	-1.3	87	/	9.3%	0.0%
Cc1cc(=O)cc(C)n1-c1ccccc1N1CCOCC1	-0.2%	3.9%	7.2%	0.9%	-9.3%	0.2	93	i	6.6%	-2.4%
Cc1ccc(NC(=O)CSc2nc3ccccc3c3nc4ccccc4n23)cc1	0.6%	9.7%	0.3%	-14.0%	7.2%	6.4	55	i	2.0%	-2.7%
Cc1nn(C)c(C)c1NC(=O)C12CC3CC(CC(C3)C1)C2	0.0%	37.8%	-7.6%	0.4%	6.8%	0.1	49	i	11.5%	-3.5%
Cc1cccc(OCC(=O)Nc2ccccc2N2CCCC2)c1C	/	/	6.5%	/	/	11.0	49	/	2.0%	-7.2%
CCC1(CC)NC(=S)N(Nc2ccccc2)C1=O	-0.1%	11.3%	10.2%	6.5%	9.0%	-0.8	61	i	13.1%	2.8%
